# Screens (PubChem)
# BoNT-F LC inh – inhibitors of Botulinum neurotoxin F light chain protease; 360,000 compounds, 0.22% hits; Multiplex microsphere protease cleavage assay, flow cytometry; AID 588497; inhibition, % at 10 µM; in the data active = inhibition above about 35%, passing the limit was not always enough; inconclusive = no clear call, values can overlap the other calls; also: plate controls were buffer without enzyme for full effect and enzyme alone for no effect
# PrPC TRFRET – reduces human prion protein on the cell surface | AID 720596 | inhibition, % at 13.8 µM | cell surface PrPC, TR-FRET read-out | 370,000 compounds, 0.43% hits; in the data active = inhibition above about 24%; also: 0% = median of the test wells and 100% = reference compound wells
# Yp Topo-I inh – inhibitors of Yersinia pestis topoisomerase I. Y. pestis Topo-I cleavage product accumulation, plate reader. 360,000 compounds, 0.064% hits. AID 504884. activity, % at 10 µM; in the data active = activity above about 50%, passing the limit was not always enough; inconclusive = no clear call, values can overlap the other calls; also: inactives centre near 2
# Anthrax LF inh2 – blocks Bacillus anthracis lethal factor protease; P15917; multiplex microsphere protease cleavage assay, LF; inhibition, % at 10 µM; 360,000 compounds, 0.12% hits; AID 588501; also: plate controls were buffer without enzyme for full effect and enzyme alone for no effect
# Target sequence (P15917 whole entry, looked up): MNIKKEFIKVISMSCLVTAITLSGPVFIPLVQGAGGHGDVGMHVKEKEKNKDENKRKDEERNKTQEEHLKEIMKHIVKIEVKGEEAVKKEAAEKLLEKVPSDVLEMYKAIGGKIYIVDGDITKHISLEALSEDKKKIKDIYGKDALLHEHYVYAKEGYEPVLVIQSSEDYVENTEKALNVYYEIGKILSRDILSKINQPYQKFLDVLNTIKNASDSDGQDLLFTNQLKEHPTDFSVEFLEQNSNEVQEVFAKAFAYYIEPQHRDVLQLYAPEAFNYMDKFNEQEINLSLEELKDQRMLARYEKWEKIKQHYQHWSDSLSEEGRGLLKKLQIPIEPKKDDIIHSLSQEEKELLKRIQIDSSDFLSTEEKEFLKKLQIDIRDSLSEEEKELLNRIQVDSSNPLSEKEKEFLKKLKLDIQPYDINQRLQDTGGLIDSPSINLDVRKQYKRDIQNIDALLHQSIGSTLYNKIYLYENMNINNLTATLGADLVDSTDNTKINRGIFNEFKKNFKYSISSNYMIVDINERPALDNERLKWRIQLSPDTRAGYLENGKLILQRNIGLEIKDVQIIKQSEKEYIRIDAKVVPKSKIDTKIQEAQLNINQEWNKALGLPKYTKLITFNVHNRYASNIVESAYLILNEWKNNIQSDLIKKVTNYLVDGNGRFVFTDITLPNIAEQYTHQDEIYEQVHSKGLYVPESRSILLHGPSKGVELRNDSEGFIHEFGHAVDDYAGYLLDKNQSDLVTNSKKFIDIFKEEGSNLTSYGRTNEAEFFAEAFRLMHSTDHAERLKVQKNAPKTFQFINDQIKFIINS
# PfHsp40 yeast – restores yeast growth despite PfHsp40 toxicity. S. cerevisiae expressing PfHsp40, growth rescue, ATP luminescence. growth rescue, % at 12.5 µM. 340,000 compounds, 0.68% hits. AID 504582; in the data active = growth rescue above about 28%, passing the limit was not always enough; inconclusive = no clear call, values can overlap the other calls;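 also: yeast W303a lacking pdr1 and pdr3 grown in galactose medium; growth measured after three days at 30 °C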
# FadD28 binding – inhibitors of Mycobacterium tuberculosis FadD28 bisubstrate binding. FadD28 bisubstrate probe binding, fluorescence polarization. inhibition, % at 12.5 µM. 360,000 compounds, 0.22% hits. AID 588549; in the data active = inhibition above about 8.5%, passing the limit was not always enough; inconclusive = no clear call, values can overlap the other calls
# TcdB inh – inhibitors of Clostridioides difficile toxin B glycohydrolase | P18177 | 350,000 compounds, 0.24% hits | inhibition, % at 9.99 µM | TcdB glycohydrolase enzymatic assay, plate reader; in the data active = inhibition above about 10%
# BoNT A protease – inhibitors of Botulinum neurotoxin A light chain protease; multiplex microsphere protease substrate cleavage, flow cytometry; inhibition, % at 10 µM; 360,000 compounds, 0.17% hits; AID 588499; also: plate controls were buffer without enzyme for full effect and enzyme alone for no effect
# CCHF vOTU inh – blocks the CCHF virus ovarian tumor domain protease; CCHFV vOTU protease, Pep-AMC fluorescence; inhibition, % at 11.5 µM; 370,000 compounds, 0.55% hits; AID 651958; in the data active = inhibition above about 30%; also: 0% = vehicle wells with enzyme and 100% = no enzyme wells
# * marks the source's active call; other numbers are inactive results; ? = inconclusive; · = no result given. Rule as the data show it, unless noted: active = inhibition above about 30%; inconclusive = no clear call, values can overlap the other calls; inactive = below that.
item | SMILES | BoNT-F LC inh | PrPC TRFRET | Yp Topo-I inh | Anthrax LF inh2 | PfHsp40 yeast | FadD28 binding | TcdB inh | BoNT A protease | CCHF vOTU inh
1 | Fc1ccc(CN2C3=NCCN3c3ccccc32)cc1 | -20 | 11 | 3 | 0 | -1.3 | 0.2 | 0.1 | 0.4 | -9
2 | Cc1ccc2cc(CN(CCc3ccccc3)C(=S)NCCCN(C)C)c(=O)[nH]c2c1 | -13 | -13 | 8 | 9 | 0.2 | -1.9 | 1.2 | -2.0 | -12
3 | O=C(CNC(=O)c1cc(Cl)cc([N+](=O)[O-])c1)OCC(=O)N1CCCCC1 | -6 | -17 | 2 | 3 | -1.6 | -0.8 | 0.7 | -0.7 | -3
4 | O=C(NC1CCCC1)c1cc2c(=O)n3ccccc3nc2s1 | 3 | -16 | 1 | 1 | 0.4 | -3.6 | 2.6 | 0.1 | -264
5 | Cc1ccc(O)c(N=Nc2nccs2)c1 | -1 | -31 | -11 | -1 | -1.2 | -0.2 | 2.0 | 3.7 | 11
6 | COc1ccc(NC(=O)c2ccc(-c3nn(C)c(=O)c4ccccc34)cc2)cc1 | -7 | -5 | 4 | -6 | 0.7 | 0.4 | -0.7 | -0.1 | -15
7 | O=C(CCc1ccccc1)Nc1nnc(-c2ccccn2)o1 | 1 | -5 | 2 | 0 | -0.3 | -0.1 | -0.2 | -0.7 | 3
8 | Cc1cccc(/C=C/C(=O)c2ccc([N+](=O)[O-])o2)c1 | 8 | 0 | -11 | 1 | -2.1 | -1.9 | -1.0 | 0.5 | 18
9 | O=C(COC(=O)C1CCN(S(=O)(=O)c2cccs2)CC1)NCc1ccccc1 | -2 | -2 | -2 | -1 | -1.4 | 0.4 | -1.5 | -0.2 | -2
10 | COc1ccc(C2CC2/C(C)=N/OC(=O)c2cccs2)cc1 (stereo not given) | 6 | -6 | -4 | -3 | -0.4 | -1.4 | · | 0.3 | 6
11 | COC(=O)[C@H](Cc1ccccc1)NC(=O)N1Cc2ccccc2C[C@H]1C(=O)OC | -12 | -1 | -2 | 10 | -0.8 | -0.1 | 0.5 | 0.4 | -17
12 | O=C(Nc1nnc(COc2ccccc2)s1)c1ccco1 | -40 | 12 | -6 | 4 | -0.4 | -1.2 | · | 0.1 | 16
13 | CCOC(=O)[C@@H]1[C@H]2COc3cc(OC)ccc3[C@@H]2N2C(=O)N(c3cccc(Cl)c3)C(=O)[C@]12C | -1 | · | 7 | -6 | -0.2 | -2.8 | · | -0.6 | ·
14 | CN1c2ccccc2C2(C)CCCC3=Cc4cccc([N+](=O)[O-])c4OC312 (stereo not given) | 0 | -1 | -1 | -1 | -2.6 | -2.8 | · | 1.1 | -2
15 | O=C(CCC1CCCCC1)NCc1cccnc1 | -9 | -1 | 2 | -4 | 0.3 | -2.3 | 0.8 | 0.4 | 5
16 | CCCCCCCCN1C(=O)[C@H](CC(=O)N2CCN(C(=O)C3CC3)CC2)C[C@@]2(C(=O)OCC)CCCC=C12 | 4 | 8 | · | -12 | · | · | 2.2 | 1.0 | 12
17 | CN(Cc1ccccc1Cl)C(=O)CNC(=O)C12CC3CC(CC(C3)C1)C2 | -2 | -10 | 29 | 2 | 0.8 | -3.5 | 0.6 | -0.7 | 19
18 | Clc1ccc2c(c1)C(c1cccs1)=NNC(c1cccnc1)=N2 | 32 | -2 | 10 | 2 | -1.8 | -2.4 | · | 19 | 4
19 | COC(=O)c1ccc(C)c(NC(=O)CCSc2ccc(C)cc2)c1 | 6 | 8 | 14 | 1 | 2.3 | -0.7 | · | 0.6 | 7
20 | O=C(Nc1ccnn1C1CCN(C2CCCC2)CC1)c1ccccc1 | 3 | 3 | 4 | 6 | -1.3 | -3.4 | -1.0 | 2.0 | -3
21 | O=C(CCc1ccccc1)Nc1cc(S(=O)(=O)N2CCOCC2)ccc1N1CCCC1 | 1 | 7 | -1 | 0 | 1.1 | -1.9 | 2.3 | 1.8 | -5
22 | CCOC(=O)c1c(C=O)c2ccccc2n1Cc1ccccc1F | 1 | 2 | -6 | 9 | -0.8 | 1.6 | 0.0 | 0.9 | 10
23 | Cc1nc(CSc2n[nH]c(=O)n2-c2cccc(F)c2)cs1 | ? | -5 | 2 | 0 | 0.4 | -2.0 | 1.1 | ? | -6
24 | O=C(Nc1ccc(F)cc1)c1cc(S(=O)(=O)N2CCCCC2)ccc1F | 1 | 5 | 3 | -3 | 3.9 | -2.5 | 1.1 | -0.1 | 6
25 | C=CCn1cc(C(=O)NCC2CCCO2)c(=O)c2cc(S(=O)(=O)N3CCCCCC3)ccc21 (stereo not given) | -2 | 0 | 23 | -2 | -0.1 | -4.1 | · | 1.4 | -3
26 | COc1ccc(C(=O)Nc2ccc(Nc3ccccc3)cc2)cc1[N+](=O)[O-] | 7 | -14 | -5 | -13 | 13 | -0.9 | 0.7 | -1.1 | 17
27 | Cc1cc(CNC(=O)c2ccc3c(c2)OCO3)c2ccccc2n1 | 2 | -7 | 5 | 0 | -1.9 | -3.5 | 0.7 | -0.4 | -4
28 | O=C(c1cnn(C(=O)c2ccco2)c1)c1cc(F)ccc1O | 2 | -7 | 6 | -3 | -0.9 | -3.0 | 0.6 | 1.8 | 4
29 | CCn1c(CNc2ccccc2Cl)nnc1SCC(=O)OC1CCCCC1 | 4 | 5 | 19 | -3 | 9.8 | -1.4 | · | 0.9 | 9
30 | COC(=O)/C=C/c1ccccc1CN1[C@@H](CC(=O)OC)c2ccccc2S1(=O)=O | 2 | -1 | 9 | 1 | -0.6 | -0.5 | 1.6 | -0.2 | -6
31 | Cc1ccccc1NC(=O)c1ccccc1NC(=O)Cc1cccc2ccccc12 | -4 | 6 | 3 | -2 | 0.5 | 0.5 | 1.2 | -0.7 | 3
32 | CC(C)NS(=O)(=O)c1ccc(NC(=O)Cc2ccsc2)cc1 | -7 | -1 | 1 | -1 | 0.2 | -1.1 | 0.7 | -2.9 | 14
33 | CCCN(CCC)c1ncnc2c1cnn2-c1ccc(OC)cc1 | -8 | 5 | 17 | 4 | 0.4 | -2.0 | · | 0.5 | 3
34 | O=C1NC(=O)N(Cc2ccccc2)C(=O)/C1=C\c1ccco1 | -6 | -4 | -5 | 2 | -1.4 | 28* | -1.1 | -0.4 | -5
35 | Cc1c(Cl)c([N+](=O)[O-])nn1CCCC(=O)Nc1cc(Cl)ccc1Cl | 4 | -8 | 7 | 3 | -0.8 | -8.0 | · | 1.0 | 11
36 | Cc1ccc(CN2C(=NC(=O)CCC(=O)O)SC3CS(=O)(=O)CC32)cc1 (stereo not given) | -3 | -2 | 5 | -5 | 0.4 | -2.2 | 0.2 | -0.7 | -14
37 | CCc1ccc2c(c1)C1(NN=C(c3ccc(C)cc3)S1)C(=O)N2 (stereo not given) | -9 | -1 | 6 | 6 | 5.2 | -4.0 | · | 8.9 | 18
38 | O=C(/C=C/c1cccc([N+](=O)[O-])c1)Nc1ccccc1N1CCOCC1 | -1 | -16 | 0 | -1 | 0.7 | -1.6 | 1.1 | -0.3 | -6
39 | O=S(=O)(NC1CC1)c1ccc(S(=O)(=O)N2CCN3CCCC3C2)cc1 (stereo not given) | 1 | 0 | -6 | 2 | 0.7 | -1.6 | 0.9 | 0.6 | -2
40 | CCC(Oc1ccccc1)C(=O)O/N=C(\N)c1ccc(OC)c(OC)c1 (stereo not given) | -2 | 8 | 12 | 0 | 0.5 | 0.2 | -7.3 | -0.1 | 6
41 | COc1ccc(N2CCN(c3ccc(NC(=O)/C=C\C(=O)O)cc3)CC2)cc1 | -22 | 5 | -3 | 16 | 0.9 | -1.6 | 0.5 | -1.8 | 24
42 | COc1ccc(NC(=O)NCc2cccnc2)cc1OC | 3 | -2 | 4 | 2 | 0.1 | -0.5 | · | 1.4 | -4
43 | CC(=O)c1ccc(OCC(=O)Nc2ccc3c(c2)OCO3)cc1 | -1 | 6 | 2 | -9 | · | -0.9 | -0.1 | -1.0 | -4
44 | Cc1ccc(NC(=O)NNC(=O)c2sccc2-n2cccc2)cc1 | 0 | 0 | 9 | -5 | -1.1 | 0.8 | -6.1 | 0.2 | -1
45 | FC(F)Oc1ccc(NC(=S)NCc2nc3ccccc3[nH]2)cc1 | -6 | -19 | -4 | 0 | -0.5 | -4.5 | 9.0 | -0.6 | 18
46 | O=C(COC(=O)C12CC3CC(CC(O)(C3)C1)C2)NC12CC3CC(CC(C3)C1)C2 | -10 | -5 | 0 | 0 | 0.6 | 0.8 | 1.1 | -0.5 | 5
47 | N#Cc1c(N)c(C(=O)c2ccc(Cl)cc2)n2c1CCC2 | -7 | -6 | -7 | -3 | -1.5 | -2.6 | · | -0.2 | 6
48 | CCC1CCCCN1CCCNC(=O)Cn1nc(-c2ccccc2)ccc1=O (stereo not given) | 2 | -1 | -9 | -6 | -0.6 | -0.6 | 1.5 | 1.4 | -7
49 | CC(C)[C@H](NC(=O)c1ccc(Cl)c([N+](=O)[O-])c1)C(=O)NCc1ccc(Cl)cc1Cl | -1 | -13 | -7 | 0 | -0.1 | -4.2 | · | 1.4 | 9
50 | COC(=O)c1sc2nc(SCc3ccccc3C)n(N)c(=O)c2c1C | -6 | 9 | -5 | -2 | -0.8 | -1.4 | 16* | 0.1 | 6
51 | COc1ccc(CNC(=O)c2cc3cccc(OC)c3oc2=N)cc1 | -2 | 1 | -4 | 2 | -0.2 | -0.5 | 0.2 | 2.3 | 4
52 | CC(=O)Nc1ccc(S(=O)(=O)Nc2ccc(-c3ccc4nnc(C)n4n3)cc2)cc1 | -2 | -13 | -5 | -1 | 0.2 | -7.3 | 0.5 | 2.7 | -1
53 | Cc1nnc(SCc2cc(=O)n3[nH]cnc3n2)s1 | -10 | 2 | -4 | -2 | 0.9 | -4.6 | · | -0.2 | -4
